ERp5 block: blocks human ERp5 reductase activity on insulin | AID 651711 | inhibition, % at 9.99 µM | hit rate 0.05% among 350,000 | ERp5 insulin aggregation, absorbance 650 nm, 90 min;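 active = mean replicate inhibition above about 25%, with every replicate also reaching it, limit read from the data, passing the limit was not always enough; inconclusive = only one of those two criteria met; inactive = neither criterion met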
Target sequence (Q15084 whole entry, looked up): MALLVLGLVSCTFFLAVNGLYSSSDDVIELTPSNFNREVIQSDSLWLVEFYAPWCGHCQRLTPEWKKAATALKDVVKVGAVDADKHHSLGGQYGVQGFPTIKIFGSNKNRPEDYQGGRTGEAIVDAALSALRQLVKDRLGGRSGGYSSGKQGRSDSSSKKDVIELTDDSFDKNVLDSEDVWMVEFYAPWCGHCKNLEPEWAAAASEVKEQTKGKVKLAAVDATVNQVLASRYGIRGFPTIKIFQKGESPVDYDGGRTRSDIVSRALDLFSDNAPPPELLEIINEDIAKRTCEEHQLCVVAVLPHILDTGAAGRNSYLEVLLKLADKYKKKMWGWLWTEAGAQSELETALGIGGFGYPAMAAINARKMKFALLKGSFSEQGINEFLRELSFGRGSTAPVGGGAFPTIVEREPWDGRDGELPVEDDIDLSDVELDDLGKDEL
EWS-Fli inh: inhibitors of EWS/Fli oncoprotein transcriptional activity; A673 NR0B1-luciferase reporter, viability-normalised; inhibition, % at 12.6 µM; hit rate 0.67% among 350,000; AID 651661;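 active = mean inhibition of at least 50% after viability correction, with every replicate also passing that limit; inconclusive = mean reaches 50% but only one of two replicates passes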;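 note: firefly luciferase signal divided by Alamar Blue viability fluorescence both relative to DMSO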
DENV2 CPE rescue: inhibitors of DENV2 cytopathic effect; hit rate 1.7% among 350,000; DENV2-infected cells, cytopathic effect rescue, plate reader; CPE inhibition, % at 9.99 µM; in the data active = CPE inhibition above about 20%, passing the limit was not always enough; inconclusive = no clear call, values can overlap the other calls; tested in BHK-21 cells;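 note: 0% = median of neutral control wells and 100% = median of positive control wells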
PAX8 inh HTS: inhibitors of PAX8 transcriptional activity in RMG-I cells. RMG-I TPO-luciferase reporter, SteadyGlo, 24 h. inhibition, % at 12.6 µM. hit rate 1.2% among 360,000. AID 652154;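 active = mean replicate inhibition at least 60% with every replicate also reaching 60%; inconclusive = only one of the two criteria is met; inactive = mean below 60% and not all replicates reaching 60%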;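 note: luciferase light reporting Pax8 driven TPO promoter activity; plate controls were median of neutral control wells for no effect and mitoxantrone controls for full effect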
Xi reactivation: activators of X-chromosome reactivation in mouse fibroblasts. XiGFP mouse fibroblasts, % GFP-positive cells imaging, 3 d; cells co-treated with 5-aza-dC sensitizer; scaled so ellipticine positive control = 100%. activation, % at 7.58 µM. hit rate 0.055% among 360,000. AID 743238;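 active = mean normalized replicate activation at least 10% and every replicate at or above 10%; inconclusive = only one of the two criteria met; inactive = mean below 10% and not all replicates reach 10%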;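 note: 0% = median of on-plate neutral control wells and 100% = ellipticine 6 µM median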
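Assay system: SV40-immortalized XiGFP fibroblast cells, line 68-5-11; buffer or medium: DMEM plus 5-aza-dC sensitizer; compound: one concentration, pinned; timing: compounds 3 days, fix/stain 15 min at room temperature; benchmarks: positive control ellipticine, 6 µM final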
F508del corr: correctors of CFTR F508del function in bronchial epithelial cells; CFBE cells, YFP halide quenching; stimulated with forskolin plus potentiator P3; % fluorescence drop versus neutral controls; activity (quench increase), % at 7.58 µM; hit rate 0.36% among 350,000; AID 720511;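 active = mean added fluorescence quench of at least 8% versus neutral control, with both replicates also reaching 8%; inconclusive = only one of the mean or replicate conditions met; inactive = mean below 8% and not both replicates reaching 8%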;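 note: cells transiently co-express mutant CFTR-F508del with the halide-sensitive YFP; corrector assay measuring rescue of mutant channel to the surface after 24 h compound exposure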
GSIS activator: primary screen for activators of insulin secretion dependent on glucose, INS-1E cells, GLuc reporter luminescence | INS-1E GLuc reporter insulin secretion, 2-3 h | activation, % at 16.6 µM | hit rate 0.61% among 370,000 | AID 743287;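 active = lowest replicate activation of at least 40%, so every replicate reaches that level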;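 note: 0% = median of neutral control wells and 100% = median of IBMX positive control wells; some compounds called inactive have numbers as strong as hits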
ARNT-TACC3 inh: ARNT/TACC3 interaction disruption | AlphaScreen His-ARNT PAS-B/GST-TACC3 binding, luminescence; TACC3 fragment carries E629A point mutation | Q9Y6A5 | inhibition, % at 9.99 µM | AID 623870 | hit rate 0.66% among 390,000;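 active = mean inhibition of replicates at least 50% and at least half of replicates each reaching 50%; inconclusive = half or more replicates reach 50% but mean below 50%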;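 note: 0% = complete ARNT plus TACC3 wells and 100% = ARNT alone without TACC3; many hits fall short of the cut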
* marks the source's active call; other numbers are inactive results; ? = inconclusive; · = no result given; & = joins results of further samples.

SMILES	ERp5 block	EWS-Fli inh	DENV2 CPE rescue	PAX8 inh HTS	Xi reactivation	F508del corr	GSIS activator	ARNT-TACC3 inh
O=C(C1=C[C@H](C2CC2)C[C@H](OCc2ccc(CO)cc2)O1)N1CCN(Cc2ccccc2)CC1	0	5	-7	14	-0.1	-0.1	-25	2
CN(C)c1ccc(N=Nc2ccc(C(=O)O)cc2)cc1	4	65*	1	56	-0.1	0.4	-1	-3
CC(C)(C)c1ccc(C(=O)NCc2nnc(SCC(=O)NCC3CCCO3)o2)cc1 (stereo not drawn)	-2	·	-1	-4	-0.1	-1.0	-21	6
CNC(=S)N(C1=NCC(c2ccc([N+](=O)[O-])cc2)S1)c1ccccc1 (stereo not drawn)	-7	·	10	-39	0.0	-1.0	22	4
C[C@@H]1CN([C@@H](C)CO)S(=O)(=O)c2ccc(C#CC3(O)CCCC3)cc2O[C@@H]1CN(C)C(=O)Cc1ccncc1	-2	5	-2	0	-0.2	0.4	-1	1
CCN1C(=O)[C@H]2[C@@H](c3ccc(C)cc3)N[C@]3(CCCN(Cc4cccn4C)C3=O)[C@H]2C1=O	-1	-4	?	9	0.0	0.1	16	·
COC(=O)C1C(=O)c2c([nH]c(C(=O)OC3CCCCC3)c2C)CC1C (stereo not drawn)	3	-128	3	-198	0.0	1.1	7	·
Cc1ccc(S(=O)(=O)Nc2ccc3c(c2)C(=O)N([C@@H](C)CO)C[C@@H](C)[C@@H](CN(C)C(=O)CCCN(C)C)OCCCC[C@H](C)O3)cc1	0	-5	-1	-3	0.3	-4.0	33	0
O=[N+]([O-])c1ccc(N2CCOCC2)cc1N1CCCCC1	3	-1	·	-7	-0.7	-0.7	43	7
CCn1c2ccccc2c2cc(NC(=O)C(C)Oc3ccccc3)ccc21 (stereo not drawn)	-9	2	2	·	·	-0.5	6	-2
COc1cccc(NC(=O)COC(=O)CNS(=O)(=O)c2c(F)cccc2F)c1	8	3	-16	24	0.0	-0.7	-25	-11
CN(C)C(CNC(=O)c1cc(S(=O)(=O)N(C)c2ccc(F)cc2)ccc1Cl)c1cccs1 (stereo not drawn)	-10	8	-5	7	0.0	-0.5	-19	·
COCCn1c(SCc2ccc(F)cc2)nc2c1c(=O)[nH]c(=O)n2C	2	-2	1	1	0.0	2.9	29	30
CC12CCC(=O)N1C(C(=O)Nc1nc(-c3ccc(F)c(F)c3)cs1)CS2 (stereo not drawn)	0	-12	-2	-5	0.0	-2.8	4	2
COC(=O)C[C@H]1CC[C@@H]2[C@@H](COc3ccc(NC(=O)NCc4ccccc4)cc3C(=O)N2C)O1	·	-8	5	8	0.2	-1.6	-6	8
CC(C)c1ccc(NC(=O)C(c2ccccc2)N2CC(=O)Nc3ccccc32)cc1 (stereo not drawn)	-1	-5	9	-6	0.2	-1.1	-7	-4
COC(=O)C1=C(C)N(C)C(=O)NC1c1ccc(C)cc1 (stereo not drawn)	0	·	0	·	·	·	3	-22
Cc1cccn2c(=O)c(/C=C(\C#N)C(=O)NCc3ccco3)c(N3CCOCC3)nc12	3	-4	-1	6	0.0	1.1	-7	·
COC(=O)COc1ccc(S(=O)(=O)NCc2ccc3c(c2)OCO3)cc1	-2	7	0	-17	0.0	-6.6	1	-3
O=C(CCNS(=O)(=O)c1ccc(Br)cc1)NC1CCN(Cc2ccccc2)CC1	7	11	2	6	0.0	0.6	15	8

Quoted from the listing:
Reading of COC(=O)COc1ccc(S(=O)(=O)NCc2ccc3c(c2)OCO3)cc1 under ERp5 block: -2
Reading of CC12CCC(=O)N1C(C(=O)Nc1nc(-c3ccc(F)c(F)c3)cs1)CS2 (stereo not drawn) under ARNT-TACC3 inh: 2

New compounds follow.
SMILES	ERp5 block	EWS-Fli inh	DENV2 CPE rescue	PAX8 inh HTS	Xi reactivation	F508del corr	GSIS activator	ARNT-TACC3 inh
CC(C)N(C(=O)CS(=O)(=O)c1ccc(Cl)c(Cl)c1)C(C)C	8	-5	-6	-5	0.0	0.4	15	-22
COCCN(C(=O)Nc1ccc(OC)cc1OC)C1CCN(C(C)C)CC1	0	-10	0	·	·	-0.4	-3	0
CCCC#Cc1ccc2c(c1)O[C@H](CN(C)S(C)(=O)=O)[C@@H](C)CN([C@@H](C)CO)S2(=O)=O	-2	5	-9	·	-0.4	-0.7	-13	-2
COCCn1c(Cc2ccccc2)nnc1SCC(=O)N1CCCC1=O	-11	-3	-4	5	0.0	1.8	·	2
C[C@H]1CN([C@@H](C)CO)C(=O)c2cc(NS(=O)(=O)c3ccc(F)cc3)ccc2O[C@@H]1CN(C)C	11	-4	-12	26	-0.9	-1.8	24	3
N#CC1=C(N)Nc2ncnn2C1c1ccc(F)cc1 (stereo not drawn)	5	-7	-2	33	-0.1	-1.0	12	·
CC(C)CC#Cc1ccc([C@@H]2[C@@H](CO)N3C(=O)CN(C(=O)c4cnccn4)C[C@@H]23)cc1	-3	-6	-1	·	0.0	1.8	25	·
CC(=O)c1ccc(NC(=O)CO/N=C(\C)c2cccs2)cc1	·	·	·	-12	0.0	·	28	-1
CCCCN(C)C(=O)c1sc(=O)n(Cc2cc(Cl)ccc2OC)c1C	8	5	13	-6	0.1	-0.1	-24	·
CN1CCN(CCNC(=O)Nc2ccc(Cl)cc2)CC1	2	3	?	13	0.2	-0.2	1	2
C/C(N)=C(/C#N)C(=O)CSc1nc2ccccc2c(=O)n1Cc1ccc(C)cc1	0	21	-5	8	0.0	0.0	2	2
C[C@H](CO)N1C[C@H](C)[C@H](CN(C)S(=O)(=O)c2cn(C)cn2)Oc2ccc(NS(=O)(=O)c3cccs3)cc2CC1=O	-3	-3	?	-23	-1.0	-0.9	7	·
COc1ccccc1C(=O)NC(=O)CSc1nnc(N)s1	3	0	-11	4	-0.1	3.2	·	7
C[C@@H]1O[C@H](C2CCCC2)CC2=C1C(=O)OC(C)(C)O2	3	-5	4	-12	0.1	-2.1	60*	·
Cc1ccc(NC(=O)CCC(=O)N/N=C/c2coc3ccc(F)cc3c2=O)cc1	7	7	·	-17	·	-1.3	8	-2
Cc1ccc(S(=O)(=O)NC(=O)C2(C)CCN2C(=O)CCc2ccc(Cl)cc2Cl)nc1 (stereo not drawn)	4	-3	?	6	0.0	-1.5	0	·
N#Cc1ccc(CSc2nc(N)cc(N)n2)cc1	4	-7	0	18	0.0	1.6	3	-4
O=C(N/N=C/c1ccncc1)c1ccncc1	-7	5	-4	6	0.1	0.1	-12	-15
COC(=O)c1ccc(C)cc1	-2	-5	?	·	·	1.0	1	-5
CC(=O)NC(CC(=O)Nc1ccc(S(=O)(=O)N2CCOCC2)cc1)c1ccccc1 (stereo not drawn)	-12	-8	-12	-10	0.0	0.1	-9	-5
CCN1C[C@@H]2[C@@H]3C(=O)N(Cc4ccccc4)C(=O)[C@@H]3[C@](CC)(C(=O)OC)N2C1=NC	1	-6	3	-5	0.1	-0.1	1	-5
COc1ccc(NC(=O)N(C)C[C@@H]2OCCCC[C@@H](C)Oc3ccc(NS(=O)(=O)c4ccc(OC)cc4)cc3C(=O)N([C@H](C)CO)C[C@H]2C)cc1	·	-9	-5	-7	0.2	0.4	-1	7
Cc1ccc(Nc2nnc(SCc3nc4ccccc4c(=O)[nH]3)s2)cc1	-4	13	4	11	0.1	2.3	22	-2
Cc1cccc(C2=NN(c3ccccc3)[C@H](CO)[C@H]2c2ccc(F)cc2)c1	2	4	-5	14	0.0	0.6	6	-115
COc1ccc2c(c1)C=C(CN1CCN(Cc3ccccc3C)C(CCO)C1)CO2 (stereo not drawn)	0	8	-7	25	0.0	-3.0	-11	-11
COc1ccc2c3c([nH]c2c1)[C@@H](CO)N(C(=O)Nc1ccccc1F)CC31CCN(C(C)=O)CC1	5	-2	-3	·	0.3	-2.6	-5	·
COc1ccc2nc(NN=C(C)c3ccccn3)cc(C)c2c1	6	33	-1	32	-0.1	-1.4	·	70*
C[C@H](CO)N1C[C@H](C)[C@@H](CN(C)C(=O)c2ccccc2F)Oc2ncc(C#CC(C)(C)O)cc2C1=O	-1	7	4	·	-1.0	1.2	12	6
CCCNC(=O)N(C)C[C@@H]1Oc2ncc(-c3ccncc3)cc2C(=O)N([C@@H](C)CO)C[C@@H]1C	2	-8	2	·	-1.0	2.4	30	-8
COCCN(C(=O)Nc1ccc(F)cc1F)c1nc2ccccc2s1	2	-32	-4	-45	0.4	1.8	3	-7
Cc1cccc(-n2c(SCC(=O)N(C)C3CCS(=O)(=O)C3)nc3ccccc3c2=O)c1C (stereo not drawn)	-2	4	19	10	0.2	-1.1	-6	0
CC(C)OC(=O)N(C)C[C@@H]1OCc2cn(nn2)CCCC(=O)N([C@H](C)CO)C[C@H]1C	-3&-2	3&-1	-11&-6	-7&-1	-0.1	-1.8&-3.3	·	-8
O=C(Nc1cccc2ccccc12)c1cn(-c2ccccc2)nc1-c1cccs1	-2	-34	5	·	·	-0.5	·	-19
Cc1cccc(C(=O)Nc2cc(OCc3cccc(F)c3)c(Cl)cc2Cl)c1	-2	·	·	-66	·	·	-1	-1
CC(C)Nc1nc(NC(N)=S)nc(NC(C)C)n1	·	·	·	-13	0.9	·	82*	-9
CC(=O)NC12CC3CC(C1)CC(C(=O)N1CCN(S(=O)(=O)c4cccs4)CC1)(C3)C2	-2	11	5	1	0.2	-0.2	2	-1
CCOC(=O)N1CCC(NC(=O)C2CCCCN2S(=O)(=O)c2ccc(F)cc2)CC1 (stereo not drawn)	2	1	-5	4	0.0	-0.4	-9	-2
CCCN1C[C@H](C)[C@H](OC)CN(C)C(=O)c2ccc(NC(=O)c3cccc(OC)c3)cc2OC[C@@H]1C	1	10	-8	·	0.2	0.5	13	7
CS(=O)(=O)N1[C@H](CO)[C@@H](c2ccc(-c3ccccc3F)cc2)[C@@H]1C#N	6	-33	-12	1	-0.1	0.2	-5	-15
COc1cccc(-c2ccc3c(c2)[C@H]2[C@H](CCN2C(=O)c2cccc(F)c2)[C@@H](CO)N3)c1	3	-5	-3	-8	0.0	1.1	-10	6
NC(=O)CSc1nnnn1-c1ccccc1Cl	0	-4	-4	14	0.0	-1.8	1	1
Cc1cc(C(=O)NCc2ccc3c(c2)OCO3)ccc1[N+](=O)[O-]	-1	-6	?	-7	0.0	-0.1	-1	-17
COc1ccc(C(=O)NC(=S)NCCc2ccccc2)cc1	5	-4	-3	-37	0.0	-4.3	2	·
COc1ccccc1N1CCN(C(=O)c2cccc3c(=O)c(C)c(-c4ccccc4)oc23)CC1	4	16	-4	9	0.2	·	7	4
Cc1noc(C)c1COc1ccc(CC(=O)NCCc2ccccn2)cc1	0	3	-5	-10	0.0	-1.7	1	-5
CSc1ccc(C(=O)NCC(=O)O)cc1[N+](=O)[O-]	-2	4	-3	-7	0.0	-1.1	13	-5
CCn1c(N2CCN(S(=O)(=O)CC)CC2)nc2ccccc21	-18	2	0	22	0.0	2.6	2	-8
CS(=O)(=O)c1ccc(Cl)c(NC(=O)C2CC(=O)N(Cc3ccco3)C2)c1 (stereo not drawn)	-1	1	?	-9	0.3	0.8	-1	6
N#CCCn1cc(C(=O)O)c(-c2ccc3ccccc3c2)n1	-3	5	-2	-16	0.3	-1.6	10	-5
CCOC(=O)CSc1nc(N)c(C#N)cc1C#N	2	-21	9	-31	0.0	3.5	6	·
